High-throughput results as filed in PubChem BioAssay.
Insulin prom inh – TRM-6 insulin promoter activity inhibition | 130,000 tested, 0.9% active | inhibition, % at 2 µM | TRM-6 cells (human fetal islet line), insulin promoter-eGFP reporter, imaging; reporter expression induced with tamoxifen | AID 1273;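 active means inhibition above the mean plus 3 SD, with well images judged a real hit on visual review, cut at about 60% in these data, passing the limit was not always enough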
SDO1 yeast rescue – restores growth of sdo1-depleted yeast; AID 817; S. cerevisiae sdo1-depleted JHY4D growth rescue, OD600 30 h; active compounds read high; pdr5 snq2 efflux-pump mutant strain; z-score at 10 µM; 140,000 tested, 0.21% active;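 active means z-score above 3 at both the 24 hr and the 30 hr optical density reads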;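 further: z-score against mean and SD of all compound wells on the same plate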
SDO1 yeast rescue Rescue 24 h – also measured in SDO1 yeast rescue; calls as there; z-score; S. cerevisiae sdo1-depleted JHY4D growth rescue, OD600; measured here: growth rescue at 24 h;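 0 is the plate mean of compound wells and units are plate SD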
* = called active by the depositor; · = no result given.

SMILES	Insulin prom inh	SDO1 yeast rescue	SDO1 yeast rescue Rescue 24 h
CCOC(=O)N1CCN(C(=O)C2CCCN(S(=O)(=O)c3ccc(C)cc3)C2)CC1 (stereo not drawn)	0	1.8	2.8
COc1ccccc1NC(=O)Nc1ccc(Cl)c(S(=O)(=O)Nc2ccccc2OC)c1	-14	-0.28	-0.73
CC(C)(C)C1CCC(C(=O)OCC(=O)Nc2ccc3[nH]c(=O)[nH]c3c2)CC1 (stereo not drawn)	24	·	·
Cc1ccc(NC(=O)N2C(=O)C3(OCCO3)c3ccccc32)cc1	-14	1.5	0.72
Cc1ccc(C(=O)Nc2ccccc2C(=O)NC(Cc2ccccc2)C(=O)O)cc1 (stereo not drawn)	36	·	·
Cn1nc(CC(=O)NCc2ccc(C(F)(F)F)cc2)c2ccccc2c1=O	20	0.86	1.9
COc1cc(S(=O)(=O)N2CCCCC2)ccc1NC(=O)Cc1ccccc1	0	-0.28	-0.67
CCC(NC(C)C)C(O)c1ccc(O)c(O)c1 (stereo not drawn)	57	0.26	0.57
Cn1c(Cn2nnc3ccccc32)nnc1SCC(=O)Nc1nccs1	·	1.1	0.8
CCC(C)c1ccc(NC(=O)c2cccnc2)cc1 (stereo not drawn)	-10	0.66	0.82
Cc1cc(OCCNCCO)cc(C)c1Cl	-26	0.38	-0.95
O=C1CCOc2cc(OCc3ccccc3)ccc21	63	-0.79	-1.4
CSc1ncc(-c2ccccc2)cn1	-44	·	·
CC(C(=O)N1CCCc2c1c(=O)oc1ccc(O)cc21)N1CCc2ccccc2C1 (stereo not drawn)	-39	0.3	0.19
O=C(c1cccs1)N1CCN(CCCc2ccccc2)CC1	19	-0.25	-0.29
CC1=C(C(=O)OC(C)C)C(C2CC=CCC2)NC(=O)N1 (stereo not drawn)	·	0.14	-0.7
CCC(C)(C)n1nnnc1C(C(C)C)N1CCSCC1 (stereo not drawn)	-52	-0.2	0.4
Cc1ccc(Sc2nc(-c3ccccc3)ccc2C#N)cc1	·	-0.02	1.3
CCC(CC)C(=O)c1c[nH]c(C(=O)N2CCN(c3ccc(OC)cc3)CC2)c1	-94	·	·
COc1ccc(NC(=O)CSc2ccc3c4c(cccc24)C(=O)c2ccccc2-3)cc1	-111	0.61	2.5
CC1CCN(CCCn2c(=S)[nH]c3ccc(N4CCOCC4)cc3c2=O)CC1	-12	0.42	-0.12
Cc1cccc(C)c1Nc1c(-c2ccccn2)nc2ccccn12	25	·	·
COc1cccc(CC(=O)Nc2ccccc2C(=O)N2CCOCC2)c1	-29	1.2	0.85
O=C(O)C1C2CC2CN1C(=O)c1ccc(Cl)cc1Cl (stereo not drawn)	-6	·	·
CCOC(=O)C1=C(C)NC(=O)NC1c1ccc(N(C)C)cc1 (stereo not drawn)	·	0.05	-0.62
COCCNC(=O)COc1ccc(Oc2ccccc2)cc1	-22	0.48	0.25
CCNc1nc(NCC)n2c(SC(C(=O)Nc3cc(C)ccc3OC)c3ccccc3)nnc2n1 (stereo not drawn)	50	1.8	2.6
Cn1ccs/c1=N\S(=O)(=O)c1ccc(C(C)(C)C)cc1	32	0.32	-0.76
CC(C)N(CC#CCC(O)(c1ccccc1)c1ccccc1)C(C)C	-23	0.95	-0.14
Cc1ccc(C)c(-n2nnnc2Sc2nc([N+](=O)[O-])nn2C)c1	11	1.1	-0.83
O=C(OCC(=O)N1CCN(c2ccccc2)CC1)c1ccc2ncsc2c1	-15	-0.62	-0.66
CC1(C(O)(C#CC[N+]2(C)CCCCC2)c2ccccc2)CCCC1 (stereo not drawn)	-42	·	·
OCc1ccccc1CNCc1ccccc1	0	0.35	-0.29
Nc1ccc(C(=O)Nc2nc3ccccc3s2)cc1	·	-1.1	-1.3
CC(C)c1ccc(CNc2ccc([N+](=O)[O-])cn2)cc1	-12	·	·
O=C(COC(=O)c1ccccc1OCc1ccc(Cl)cc1)NC1CC1	8	-1.7	-0.34
Cc1ccc(NC(=O)Cn2cccc2C2=NC(c3ccccc3)CO2)c(C)c1 (stereo not drawn)	19	-1.2	-0.12
Cc1cc(C)c[n+](-c2[nH]c(=O)sc2/C=N/NC([S-])=Nc2ccccc2)c1	-103	0.7	-0.01
O=C(Nc1cccc([N+](=O)[O-])c1)Nc1cccc([N+](=O)[O-])c1	-82	·	·
CCC(C)[C@H](NC(=O)Nc1ccc(C(C)=O)cc1)C(=O)OC (stereo partly drawn)	·	0.85	1.1

Quoted from the listing.
Insulin prom inh, `CSc1ncc(-c2ccccc2)cn1` : -44
SDO1 yeast rescue Rescue 24 h, `COc1ccc(NC(=O)CSc2ccc3c4c(cccc24)C(=O)c2ccccc2-3)cc1` : 2.5
Insulin prom inh, `CCC(CC)C(=O)c1c[nH]c(C(=O)N2CCN(c3ccc(OC)cc3)CC2)c1` : -94

The main list resumes, repeating the 2 entries before the break.
SMILES	Insulin prom inh	SDO1 yeast rescue	SDO1 yeast rescue Rescue 24 h
O=C(Nc1cccc([N+](=O)[O-])c1)Nc1cccc([N+](=O)[O-])c1	-82	·	·
CCC(C)[C@H](NC(=O)Nc1ccc(C(C)=O)cc1)C(=O)OC (stereo partly drawn)	·	0.85	1.1
O=C(O)CCC1(C(=O)O)OCCc2ccccc21 (stereo not drawn)	-156	-0.53	-0.6
Cn1c(Cn2c(=O)sc3ccccc32)nnc1SCC(=O)N1CCc2ccccc21	·	0.66	1
COc1ccc(-c2cc(C(=O)Nc3ccccc3SC)no2)cc1OC	·	-0.57	1.9
Cc1ccc2ncc([N+](=O)[O-])n2c1	7	-0.14	0.25
COc1ccc(/C=C2/C(=O)OCc3cc(OC)c(OC)cc32)cc1	-60	-1.1	-0.62
O=C(Nc1ccc2c(c1)OCO2)N1CCCC1	0	·	·
COC(=O)c1sccc1NC(=O)Cn1cnc2c1c(=O)n(C)c(=O)n2C	15	0.56	0.49
O=C1NC(=Nc2ccccc2)SC1Cc1cccc(Cl)c1Cl (stereo not drawn)	19	-0.42	-0.08
CCCOc1ccc(C2c3c(oc4ccccc4c3=O)C(=O)N2CCN(CC)CC)cc1OC (stereo not drawn)	36	0.55	-0.09
Cc1ccc(-c2noc(C3CCN(S(C)(=O)=O)CC3)n2)o1	60	-0.02	-0.38
N/C(Cc1cccc2ccccc12)=N\OC(=O)c1cccs1	5	-1.6	-1.2
O=C(CN1C(=O)C2(OCCO2)c2ccccc21)c1ccc(F)cc1	·	-0.45	-0.26
CN(C)/C=N/c1cc(=O)n(C)c(=O)n1CC1CC1	-23	0.52	0.91
CCOC(=O)c1ccc(NC(=O)c2c(NC(=O)CCC(=O)O)sc3c2CCCCC3)cc1	18	·	·
COc1cccc(C2=Nc3cccc4cccc(c34)N2)c1	24	-1	-1.3
O=C(C1CCN(S(=O)(=O)Cc2ccccc2)CC1)N1CCN(c2ncccn2)CC1	0	-0.72	-0.74
O=C(NC1CCCCC1)C(c1cccs1)N(Cc1cccs1)C(=O)c1ccco1 (stereo not drawn)	·	-1.3	-0.88
COc1ccc(Cn2nnnc2CN(Cc2cc3ccc(C)cc3[nH]c2=O)C2CCCC2)cc1	-67	-1.3	-0.66
O=c1cc(N2CCCCC2)c(-c2ccccc2)nn1Cc1ccccc1Cl	-18	-2	-1.2
Cc1cc(C(=O)Nc2ccc(N3CCOCC3)cc2)c2ccccc2n1	8	1.4	0.99

A draw from above in order of formula weight, highest first:
SMILES	Insulin prom inh	SDO1 yeast rescue	SDO1 yeast rescue Rescue 24 h
CCOC(=O)c1ccc(NC(=O)c2c(NC(=O)CCC(=O)O)sc3c2CCCCC3)cc1	18	·	·
Cn1c(Cn2c(=O)sc3ccccc32)nnc1SCC(=O)N1CCc2ccccc21	·	0.66	1
O=C(C1CCN(S(=O)(=O)Cc2ccccc2)CC1)N1CCN(c2ncccn2)CC1	0	-0.72	-0.74
O=c1cc(N2CCCCC2)c(-c2ccccc2)nn1Cc1ccccc1Cl	-18	-2	-1.2
Cc1cc(C(=O)Nc2ccc(N3CCOCC3)cc2)c2ccccc2n1	8	1.4	0.99
CN(C)/C=N/c1cc(=O)n(C)c(=O)n1CC1CC1	-23	0.52	0.91
Cc1ccc2ncc([N+](=O)[O-])n2c1	7	-0.14	0.25

Continued.
SMILES	Insulin prom inh	SDO1 yeast rescue	SDO1 yeast rescue Rescue 24 h
CCOC(=O)c1c(CS(=O)(=O)c2ccccc2)n(C)c2cc(Br)c(O)c(CN(C)C)c12	-29	·	·
CCN=C(Nc1ccc2c(c1)OCO2)SC1CC(=O)N(c2ccc(OC)cc2)C1=O (stereo not drawn)	-22	-1.5	-1.3
CC1CN(C(=O)c2nn(C)cc2[N+](=O)[O-])CC(C)O1 (stereo not drawn)	·	0.59	0.34
CCN(Cc1ccccc1)c1ccc(/C=N/NC(=S)NC(C)C)cc1	40	-0.9	-0.99
CC(=O)Oc1cc(OC(C)=O)c2c(C)cc(=O)oc2c1	19	0.9	0.06
COc1cc(OC)cc(C(=O)N[C@H](C(=O)N2CCc3ccccc32)C(C)C)c1	·	0.05	-0.01
CCCN1CCN(C(=O)Cn2ncc3ccccc32)CC1	-20	1.1	0.9
CC(=O)c1cccc(NC(=O)COC(=O)c2ccc3c(c2)OCCO3)c1	22	·	·
Cc1ccccc1C(=O)NCCN=C1NS(=O)(=O)c2ccccc21	·	0.22	-0.31
O=C(c1ccccn1)c1cc2ccccc2n1S(=O)(=O)c1ccccc1	-3	-0.57	0
CSc1nc(Cl)c(C#N)c(-c2ccc(C)cc2)n1	36	-1.6	-1.6
CC(C)NC(=O)COC(=O)c1cccc(NS(=O)(=O)/C=C/c2ccccc2)c1	-62	0.41	0.23
CCS(=O)(=O)c1ccc(-c2csc(-c3ccccc3Cl)n2)c(Cl)c1Cl	41	-0.87	0.5
COc1ccc(C(=O)Nc2ncc(C)s2)cc1S(=O)(=O)N1CCCC1	24	·	·
CC(=O)NC1=NN(C(C)=O)C2(S1)C(=O)N(C(C)C)c1ccc(C)cc12 (stereo not drawn)	·	0	-0.24
CCC(C)C(=O)Nc1c2c(nc3c1CCC3)CCCC2 (stereo not drawn)	-3	1	1.1
c1coc(-c2nn3c(Cn4nnc5ccccc54)nnc3s2)c1	·	0.29	-0.81
O=C(COC(=O)c1ccc[nH]c1=O)c1ccc(Cl)s1	-75	-0.06	-0.95
COc1cc(/C=C(\C#N)c2nc(-c3cc4ccccc4oc3=O)cs2)ccc1O	·	-0.77	-0.16
Cc1ccc(NC(=O)c2cccc(N3C(=O)CCC3=O)c2)nc1	38	-0.4	-0.76
Nc1nc(CSC(=S)N2CCN(c3ccccc3)CC2)nc(Nc2ccccc2)n1	·	-0.84	0.14
C=C(C)COc1ccc2c(CC)cc(=O)oc2c1	33	·	·
COC(=O)c1ccc(NC2=CC(=O)CC(C)(C)C2)cc1	·	-0.54	-0.5
O=C1CSC2(CCCCC2)N1CCO	·	1	0.53
COC(=O)c1cccc(Oc2nc3c(c(=O)n(C)c(=O)n3C)n2C(C)C)c1	·	0.37	-0.12
Cc1cccc(OCC(=O)N/N=C/CC(C)c2ccccc2)c1C (stereo not drawn)	0	-0.38	-0.86
CC(C)OCCCNC(=O)c1cc2c(=O)n(C)c3ccccc3c2n1C	·	1.5	0.81
CCn1c(SCc2nc(-c3ccccc3)no2)nnc1-c1cccs1	-24	-1.2	-0.97
COc1ccc(NC(=O)Cn2cc(S(=O)(=O)Cc3ccccc3)c3ccccc32)c(OC)c1	·	-0.28	0.21
CC(C)(C)c1ccc(NC(=O)Nc2ccc(OCC(=O)N3CCOCC3)cc2)cc1	-12	·	·
COc1cc(NS(=O)(=O)c2ccc(NC(=O)COc3ccc(C)cc3C)cc2)nc(OC)n1	-12	0.66	0.06
O=C(O)COc1ccc(C(=O)Cc2ccc3c(c2)OCCCO3)c(O)c1	42	1.5	0.94
CCOc1ccc2c(c1)-c1c(ssc1=S)C(C)(C)N2	-46	-1.1	-1.2
O=C(c1cccnc1)N1CCN(S(=O)(=O)c2ccc(Cl)cc2)CC1	6	1.8	2.2
Cc1nc2sc(C(c3cccc(F)c3)N3CCOCC3)c(O)n2n1 (stereo not drawn)	-104	0.2	-0.76
CCOC(=O)c1[nH]c2ccccc2c1NC(=O)C(CC)CC	·	-0.72	-1.1
COc1ccc(C2=NO[C@@H]3[C@@H]4C[C@@H]([C@H]5C(=O)N(c6ccc7c(c6)OCO7)C(=O)[C@@H]45)[C@H]23)cc1OC	6	-0.45	-1.1
COc1ccc(/C=C/C(=O)OCC(=O)c2c(C)[nH]c3ccccc23)cc1OC	-92	-1.6	-0.69
CC1=C(C#N)C(C)C2=C(CC(C)(C)CC2=O)N1 (stereo not drawn)	·	0	-0.65
Cc1ccc(S(=O)(=O)c2c(N)n(CCCO)c3nc4ccccc4nc23)cc1	-79	-1	-1.9

Whole records, looked up by structure.
`CCOc1ccc2c(c1)-c1c(ssc1=S)C(C)(C)N2` as listed: Insulin prom inh = -46; SDO1 yeast rescue = -1.1; SDO1 yeast rescue Rescue 24 h = -1.2
`C=C(C)COc1ccc2c(CC)cc(=O)oc2c1` as listed: Insulin prom inh = 33; SDO1 yeast rescue = ·; SDO1 yeast rescue Rescue 24 h = ·

The list goes on:
SMILES	Insulin prom inh	SDO1 yeast rescue	SDO1 yeast rescue Rescue 24 h
COc1ccc(Cn2nnnc2C(c2cccs2)N2CCN(c3ccc([N+](=O)[O-])cc3)CC2)cc1 (stereo not drawn)	50	-1	-0.76
O=C(NCc1ccc2c(c1)OCO2)c1ccc(N2CCCC2=O)cc1	11	0.65	0.09
COC(=O)c1c[nH]n2c(=O)c(Cc3ccc(F)cc3Cl)c(C)nc12	·	-0.25	-0.13
COc1ccccc1NS(=O)(=O)c1cc([N+](=O)[O-])ccc1N/N=C/c1c[nH]c2ccccc12	-264	-2.2	-1.1
CC(=O)c1cccc(S(=O)(=O)N2CCC(C(=O)O)CC2)c1	29	·	·
O=C1COc2ccc(C(=O)CSc3nnnn3-c3ccccc3)cc2N1	-6	-0.41	-1.2
Cc1ccc(CNc2ccc(N3C(=O)CC(C)C3=O)cc2[N+](=O)[O-])cc1 (stereo not drawn)	43	-0.02	-0.57
O=C(NC1=NCCS1)c1ccc(-c2ccc(Cl)cc2)o1	·	-1.6	-1.1
